# Screening results: PubChem, National Center for Advancing Translational Sciences (NCATS)
# EPAC1 agonist: EPAC1 (human) agonism. O95398. EPAC1 agonist qHTS, biochemical assay; response scale: 100% = response to 6.5 mM cAMP. Potency, µM (titrated, usually from 154 µM), for the others: at the highest dose activation, usual class: activators. 0.073% of 360,000 active; also: potency is read from the fitted curve at half-maximal effect; nearly all actives have a fitted effect of over 60% in size
#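 Nucleotide exchange assay: 100 nM EPAC1 with 250 nM Rap1B loaded with BODIPY-GDP and 50 uM GDP, room temperature. Fluorescence (480/540 nm) read every 5 min for 30 min; signal change normalized to 6.5 mM cAMP as full agonist.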
# EPAC1 antag: EPAC1 (human) antagonism; O95398; EPAC1 GEF assay, Rap1b-BODIPY-GDP exchange fluorescence; Potency, µM (titrated, usually from 115 µM), for the others: top-dose activity change, negative = inhibition, hits mostly inhibitors; 0.14% of 360,000 active; AID 720709;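 also: potency is read from the fitted curve at half-maximal effect; plate controls were vehicle for no effect and positive control for full effect; nearly all actives have a fitted effect of over 50% in size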
# GLP-1R inv ag: inverse agonists of human GLP-1 receptor | HEK293 GLP-1R CRE-luciferase, luminescence, 24 h; GLP-1R form is constitutively active | P43220 | Potency, µM (series often up to 38.3 µM), without a hit: at the highest dose activity change, negative = inhibition, most hits filed as inhibitors | 1.6% of 410,000 active; also: potency is read from the fitted curve at half-maximal effect; % is scaled to controls: 0 for no effect and ±100 for the full control effect; nearly all actives have a fitted effect of over 55% in size
#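 Readout was luciferase luminescence, measured 12 min after detection reagent at room temperature. Beforehand, GLP-1R reporter HEK293 cells had sat 12 h, then received compounds for 24 hr at 37 deg C.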
# PLK1 PBD block: blocks phosphopeptide binding to human PLK1 polo-box domain; P53350; Plk1 PBD binding of FITC phosphopeptide, fluorescence polarization; Potency, µM, for the others: max response, negative = inhibition, hits mostly inhibitors; 2.8% of 360,000 active; AID 720504; also: potency is read from the fitted curve at half-maximal effect; series mostly up to about 57 µM; % is scaled to controls: 0 for no effect and ±100 for the full control effect; nearly all actives have a fitted effect of over 65% in size
# Target sequence (P53350 whole entry, looked up, the tested form may be a part): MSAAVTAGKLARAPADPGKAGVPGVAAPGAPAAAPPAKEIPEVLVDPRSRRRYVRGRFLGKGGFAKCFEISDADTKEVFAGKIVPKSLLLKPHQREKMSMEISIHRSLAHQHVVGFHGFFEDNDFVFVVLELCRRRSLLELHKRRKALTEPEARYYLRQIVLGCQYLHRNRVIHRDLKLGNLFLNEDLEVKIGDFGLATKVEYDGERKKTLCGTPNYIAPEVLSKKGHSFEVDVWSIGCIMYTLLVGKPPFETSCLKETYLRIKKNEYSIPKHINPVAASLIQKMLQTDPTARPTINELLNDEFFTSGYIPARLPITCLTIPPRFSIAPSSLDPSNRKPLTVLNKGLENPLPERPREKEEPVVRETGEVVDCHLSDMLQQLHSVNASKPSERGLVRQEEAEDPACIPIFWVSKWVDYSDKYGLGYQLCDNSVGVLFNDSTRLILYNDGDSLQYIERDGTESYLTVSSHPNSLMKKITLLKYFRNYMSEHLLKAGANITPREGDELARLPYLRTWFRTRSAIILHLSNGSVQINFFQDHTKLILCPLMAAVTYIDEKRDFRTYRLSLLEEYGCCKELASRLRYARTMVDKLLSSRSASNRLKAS
# GLP1R ag: agonists of human GLP-1 receptor; 0.007% of 380,000 active; AID 624172; P43220; Potency, µM (doses to about 45.6 µM), for inactives: at the top dose activation, hits mostly activators; HEK293 GLP-1R CRE-luciferase, luminescence, 4-6 h; cells express a hypersensitive GLP-1R form; also: potency is read from the fitted curve at half-maximal effect; % of control where 0% means no effect
# IL-2 act: IL-2 activation; IL-2 activation reporter assay, cell-based qHTS; stimulated with anti-CD3/CD4/CD28 beads; in transgenic mouse T cells; 0.065% of 360,000 active; activation, % (series mostly up to about 46 µM); in the data active = activation above about 50%; inconclusive = mostly about 30% to 49%; also: 0% is about no effect
#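 Unstimulated transgenic mouse T cells, 750 per well, received compound and, after 60 minutes, anti-CD3/anti-CD4 bead plus anti-CD28 stimulation. EGFP and DsRed were quantified after 18 hours.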
# PTHR1 ag: activates the human parathyroid hormone receptor PTHR1. Q03431. HEK293 GP2 PTHR1 cells, GloSensor cAMP luminescence, 1 h. Potency, µM (doses to about 115 µM), without a hit: top-dose activation, hits mostly activators. 0.075% of 410,000 active; also: potency is read from the fitted curve at half-maximal effect; nearly all actives have a fitted effect of over 55% in size; some results filed as inactive show a strong effect at the top dose; inactives centre near -15; many of its hits are not listed in these tables
#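 HEK-293-derived GP2 cells expressing PTHR1 and a GloSensor cAMP reporter, 3,000/well, plated overnight, given luciferin plus IBMX (each 0.5 mM as added) for 1 h at 37 °C, then compound for 1 h at 37 °C. Luminescence was read after 15 min at room temperature.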
# GLP1R cytotox: cytotoxicity counter-screen for GLP-1 receptor inverse agonists; 0.13% of 410,000 active; Potency, µM (top dose mostly 38.3 µM), without a hit: at the top dose activity change, negative = inhibition, hits mostly inhibitors; HEK293 cAMP-luciferase reporter cells, luminescence, 24 h;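 also: loss of luciferase light is scored as toxicity; potency is read from the fitted curve at half-maximal effect; % is scaled to controls: 0 for no effect and ±100 for the full control effect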
#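 Here, cytotoxicity is scored as loss of luminescence. The MLSMR collection was tested on cells seeded in medium containing 10% Nu serum, with a 24 hr compound exposure preceded by 12 hours of culture.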
# PI5P4Ka inh: inhibitors of human PI5P4K alpha. PI5P4Kalpha enzyme, ADP-Glo luminescence, 60 min; active compounds read low. max response, %. 1.2% of 330,000 active. AID 652105; active = max response of -50% or lower; inconclusive = between -30% and -50%; inactive = -30% or higher; also: value at the top dose of about 77 µM; % is scaled to controls: 0 for no effect and ±100 for the full control effect
# Target sequence (P48426 whole entry, looked up): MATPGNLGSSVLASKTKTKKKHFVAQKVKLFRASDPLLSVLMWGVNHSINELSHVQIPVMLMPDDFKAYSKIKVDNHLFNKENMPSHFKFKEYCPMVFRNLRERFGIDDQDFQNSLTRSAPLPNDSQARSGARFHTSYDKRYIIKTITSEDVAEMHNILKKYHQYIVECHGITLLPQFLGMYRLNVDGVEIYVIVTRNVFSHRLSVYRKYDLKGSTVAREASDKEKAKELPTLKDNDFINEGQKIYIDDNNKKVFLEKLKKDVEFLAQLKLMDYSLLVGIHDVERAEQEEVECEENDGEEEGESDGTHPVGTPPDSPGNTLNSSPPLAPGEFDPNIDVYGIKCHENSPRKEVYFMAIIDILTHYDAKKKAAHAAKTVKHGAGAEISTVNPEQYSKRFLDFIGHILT
#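 Quantitative HTS of the MLSMR library against PI5P4Kalpha with substrate. ATP added last at 5 microM final; room temperature, 60 minutes. Remaining ATP depleted, ADP converted and read as luminescence.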
# The depositor's hits bear a star; i = inactive; ? = inconclusive; . = not tested or not shown; [ ] = another dose, or the depositor's remark. Unless noted, calls follow the shape of the dose curve; as a rule, active = well fitted curve in the direction sought with a large enough effect; inconclusive = small, poorly fitted or top-dose-only effect, or another doubt; inactive = no such curve, though single readings can be large; an effect the other way counts as inactive or inconclusive. Some of the compounds tested. The share of hits here may be higher or lower than overall.
SMILES,EPAC1 agonist,EPAC1 antag,GLP-1R inv ag,PLK1 PBD block,GLP1R ag,IL-2 act,PTHR1 ag,GLP1R cytotox,PI5P4Ka inh
CCN1CCN(c2nc3ccccc3n3cnnc23)CC1,3%,-2%,-6%,-11%,-5%,0.7,i,-15%,-6
O=C(c1ccco1)N1CCN(C(=O)c2ccccc2OCc2ccccc2)CC1,-4%,4%,9%,1%,5%,0.1,i,1%,5
Cc1ccc(C)c(NC(=O)C2CC(Cl)=CCC2C(=O)O)c1 (stereo not drawn),2%,2%,0%,-3%,21%,-2.3,21%[57.5 µM],5%,.
CN(CC(=O)Nc1ccc(Cl)c(C(F)(F)F)c1)C(=O)Cc1cccs1,-6%,-7%,?,-13%,7%,-2.6,-15%,-9%,-5
Cc1ccc(CN2C(=O)C(Cc3ccccc3)Nc3ncnc(N4CCOCC4)c32)cc1 (stereo not drawn),-3%,-10%,21%,-3%,-4%,1.9,-41%[inhibitor],0%,2
CCOC(=O)CC1C(=O)NCCN1S(=O)(=O)c1cc(Cl)c(Cl)cc1Cl (stereo not drawn),-2%,-7%,9%,-3%,20%,-0.1,i,-11%,9
COc1ccc(C2NC(=S)NC3=C2CCc2ccccc23)cc1OC (stereo not drawn),0%,-29%,10%,?,5%,-5.4,-22%,-3%,-6
O=C(O)CCC(=O)Nc1nc2ccc([N+](=O)[O-])cc2s1,-1%,-8%,4%,4%,-5%,0.0,i,-8%,-24
Cc1ccc(C(=O)C(C)OC(=O)C2CCN(c3ccc(C(F)(F)F)cn3)CC2)cc1 (stereo not drawn),-2%,-22%,10µM*,-6%,10%,-5.6,-28%,7%,3
COc1cccc(OCc2cc(/C=N/NC(=O)c3ccn[nH]3)ccc2OC)c1,0%,-5%,-12%,-24%,14%,0.1,i,-29%,8
O=C1c2ccccc2C(Nc2ccc(S(=O)(=O)N3CCOCC3)cc2)N1c1cccnc1 (stereo not drawn),1%,2%,12%,1%,-1%,2.5,i,-7%,0
CC(=O)/C(N=Nc1ccc2c(c1)OCCO2)=C(\C)O,-21%,-5%,?,-10%,-6%,0.2,-24%,-36%,-14
Cc1cc(Sc2nc(N(C)C)nc(N(C)C)n2)nc(Cl)n1,-1%,13%,17%,-1%,7%,-1.2,-1%,1%,4
COc1cc(CN2CCNC(=O)C2CC(=O)N(C)CCCN2CCOCC2)cc(OC)c1 (stereo not drawn),-3%,10%,21%,-1%,-1%,-2.6,i,15%,-8
Cc1nc2ccc(N)cc2c(=O)n1Cc1ccc(Cl)cc1,2%,-1%,42%[activator],-6%,22%,-2.1,-6%,73%[activator],2
CC(C)(C)CC(=O)Nc1ccc(Nc2ccccc2)cc1,4%,-15%,?,1%,3%,-1.0,-9%[57.5 µM],-24%,-2
CCCn1c(=O)c2ccccc2n2c(SCC(=O)c3ccc(CC)cc3)nnc12,-2%,0%,7%,0%,-13%,-0.2,i,-16%,-4
O=C(c1cccc([N+](=O)[O-])c1)N1CCN(C/C=C/c2ccccc2)CC1,5%,-6%,-22%,-4%,11%,0.4,-24%,?,3
O=C(NCc1ccccc1)c1cc(C2CCCCN2C(=O)c2ccccc2)on1 (stereo not drawn),-9%,0%,-14%,-1%,-1%,0.1,-1%,4%,3
Cc1ccc(S(=O)(=O)NCCc2csc(-c3ccc(Cl)cc3)n2)cc1,.,.,?,.,-2%,.,-27%,-1%,.
CCCCNC(=O)C1CC(c2ccc(C(F)(F)F)cc2)=NO1 (stereo not drawn),0%,-17%,13%,2%,-4%,0.9,-7%,5%,-2
COc1ccc(C2(C(=O)Nc3ccc(C(=O)N4CCOCC4)cc3)CCOCC2)cc1,2%,-28%,-12%,-13%,-7%,0.7,-23%[57.5 µM],-19%,-1
CC(C)(C)[C@@H]1C=C(C(=O)O)[C@H](c2ccc(Cl)cc2)N1S(=O)(=O)c1ccccc1,-6%,-16%,?,?,0%,0.0,-27%,0%,6
CC(C)(C)c1ccc(-n2ncc3c2CCCC3NC(=O)CN2CCOC2=O)cc1 (stereo not drawn),3%,-9%,?,-10%,-5%,-3.0,-70%[inhibitor],-2%,-11
COc1cc(S(=O)(=O)N2CCCCCC2)ccc1-n1cnnn1,14%,21%,3%,-6%,1%,-1.0,-5%[57.5 µM],-2%,.
CCC(C(=O)N/N=C(\C)c1cccnc1)c1ccccc1 (stereo not drawn),-2%,11%,?,-6%,14%,-0.4,i,-5%,10
COc1ccc(Cc2nc3ccc(C(=O)NCCSC)cc3o2)cc1,-6%,-8%,-10%,-6%,13%,1.4,i,4%,-1
CN(C(=O)c1ccccc1C(=O)OCC(=O)NCc1cccs1)C1CCCCC1,1%,-7%,-23%,-5%,14%,-2.3,i,-5%,10
COc1ccc(S(=O)(=O)N2CCCOC2CNC(=O)C(=O)NCCc2ccco2)cc1C (stereo not drawn),4%,-23%,-27%,1%,-2%,-2.7,-1%,-23%,-2
N#CCCN(C(=O)Nc1ccccc1)C1CCCCC1,15%,11%,-4%,-7%,5%,-0.5,i,-11%,-2

# Continued, starting with the last three of the part before.
SMILES,EPAC1 agonist,EPAC1 antag,GLP-1R inv ag,PLK1 PBD block,GLP1R ag,IL-2 act,PTHR1 ag,GLP1R cytotox,PI5P4Ka inh
CN(C(=O)c1ccccc1C(=O)OCC(=O)NCc1cccs1)C1CCCCC1,1%,-7%,-23%,-5%,14%,-2.3,i,-5%,10
COc1ccc(S(=O)(=O)N2CCCOC2CNC(=O)C(=O)NCCc2ccco2)cc1C (stereo not drawn),4%,-23%,-27%,1%,-2%,-2.7,-1%,-23%,-2
N#CCCN(C(=O)Nc1ccccc1)C1CCCCC1,15%,11%,-4%,-7%,5%,-0.5,i,-11%,-2
COc1ccccc1NC(=O)C1CCCN(C(=O)NCc2ccccc2)C1 (stereo not drawn),11%,7%,-17%,-6%,10%,0.2,-3%,-3%,6
CN(C)CCNc1oc(/C=C/c2ccccc2)nc1C#N,-5%,7%,2%,2%,-10%,-2.7,i,-3%,1
COc1ccccc1N1C(=O)Cc2ccccc2C1=O,5%,-4%,7%,-21%,2%,-0.6,i,15%,-1
CC(C)C(=O)Nc1ccc(N2CCN(S(C)(=O)=O)CC2)cc1,-4%,12%,3%,-9%,-7%,-1.3,i,-17%,1
CC(=O)N/N=C\c1ccccc1OC/C=C/c1ccccc1,-4%,3%,7%,-2%,-23%,2.4,-36%[inhibitor],-1%,-9
Cn1cc(Br)c(-c2cccc(N3C(=O)CCCC3=O)c2)n1,-5%,2%,11%,5%,6%,-2.1,i,6%,2
Cc1ccc(Cl)cc1NC(=O)NCc1cccnc1,-9%,-2%,-7%,-5%,0%,-2.4,-3%,-1%,0
CCOc1ccc(NC(=O)[C@@H](NC(=O)c2ccco2)C(C)C)cc1,-3%,5%,-1%,-26%,0%,0.6,i,6%,-3
CCOC(=O)N1CCN(C(=O)CSc2nc(=O)n3ccccc3n2)CC1,-5%,11%,10%,-6%,6%,-3.4,i,5%,1
COc1ccc(/C=C/C(=O)Nc2cccc(S(=O)(=O)NC3=NCCCCC3)c2)cc1OC,12%,-13%,3%,-9%,5%,-0.3,-44%[inhibitor],-7%,-2
Cc1[nH]c(C)c(S(=O)(=O)N2CCN(c3ccccc3F)CC2)c1C(=O)N1CCCC1,-7%,8%,-12%,-7%,-4%,1.1,i,-11%,-3
NC(=O)c1ccc(NS(=O)(=O)c2ccccc2F)cc1,-3%,5%,0%,2%,5%,-3.5,-20%,2%,.
COc1ccc(OC)c(Nc2ncnc3c2cnn3-c2ccccc2)c1,21%,-11%,23%,-6%,0%,-2.2,i,-9%,.
COCCNC(=O)c1ccc(C(=O)C(=O)c2ccccc2)cc1,8%,2%,1%,0%,-7%,0.5,i,-8%,5
CCCNC(=O)C(=O)Nc1ccc2c(c1)N(S(=O)(=O)c1cccs1)CCC2,-1%,14%,?,-2%,17%,-0.8,i,?,-2
COc1ccc(OC)c(S(=O)(=O)N(C)CC(=O)N2CCN(c3cccc(Cl)c3)CC2)c1,16%,?,?,-6%,-1%,-2.6,i,0%,11
CCC(NC(=O)c1ccccc1NC(=O)c1ccco1)C(=O)NNC(=O)c1ccncc1 (stereo not drawn),3%,-3%,2%,-1%,8%,2.0,-16%,-9%,5
CCCNC(=S)Nc1ccc(Cl)cc1Cl,-7%,1%,3%,-1%,0%,-0.8,-23%,0%,-4
COc1ccc(-c2csc(NC(=O)C3CSC4(C)CCC(=O)N34)n2)cc1OC (stereo not drawn),9%,-5%,34%[activator],-15%,15%,-3.5,i,-6%,-1
CCc1ccc(CN(C)CC(=O)Nc2ccccc2[N+](=O)[O-])cc1,9%,4%,?,6%,13%,0.9,-8%,-1%,35
C/C(=N/NC(=O)OC(C)(C)C)c1ccco1,-8%,-12%,0%,-6%,-10%,-0.6,i,-10%,0
CCCCNC(=O)C1c2ccccc2OCC(=O)N1Cc1ccco1 (stereo not drawn),15%,-23%,17%,-9%,5%,-0.6,-4%,1%,-1
O=C(NC1CCCC1)C(c1cccnc1)N(C(=O)c1csnn1)C1CCCC1 (stereo not drawn),9%,-1%,0%,-6%,7%,-4.0,4%[57.5 µM],-1%,.
COc1ccc(/C=N/N=C2/CC(C)(C)Cc3n[nH]c(=O)cc32)cc1,7%,-13%,21%,-5%,5%,0.3,i,-7%,2
Cc1nc(C(=O)NNC(=O)Nc2ccc(Cl)cc2)cs1,3%,5%,12%,4%,2%,-3.2,i,3%,-4
COc1ccc(NC(=O)C23CC4CC(C2)CC(n2cnc(Br)n2)(C4)C3)cc1OC,9%,-8%,0%,-10%,-19%,-2.0,i,10%,.
CC1CCCN(c2ccc(C(=O)OCC(=O)N3c4ccccc4Sc4ccccc43)cc2[N+](=O)[O-])C1 (stereo not drawn),-3%,3%,-24%,-1%,0%,0.0,i,-6%,5
